Bioassay records deposited in PubChem BioAssay by several laboratories.
Yeast superoxide = yeast age-related superoxide inhibition as caloric restriction mimetic; S. cerevisiae aged cells, superoxide DHE fluorescence; hits give low values; superoxide response (% of plate mean), % at 10 µM; hit rate 0.18% among 330,000;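 active = superoxide response under a set limit, about three screen SD below normal, cut at about 65% in these data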;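 also: yeast aged for seven days with compound at 30 °C before DHE staining; 100% = average MFI of all compound-treated wells on the plate with controls excluded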
ZTA DNA inh = counter-screen for EBNA-1 inhibitors: inhibitors of Epstein-Barr virus ZTA; inhibition, % at 11 µM; AID 2234; hit rate 0.15% among 320,000; ZTA-DNA binding, fluorescence polarization; in the data active = inhibition above about 33%
BCLXL inh = blocks human Bcl-xL binding to Bim BH3 peptide | Q07817 | GST-Bcl-xL / FITC-Bim BH3 peptide fluorescence polarization | inhibition, % at 10.9 µM | hit rate 0.7% among 320,000 | AID 2129;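 active = inhibition above the mean of all tested compounds plus 3 SD, cutoff set per campaign, cut at about 30% in these data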;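 also: 0% = DMSO wells and 100% = unlabeled Bim-BH3 peptide competitor; inhibitors lower millipolarization by displacing the labeled peptide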
Target sequence (Q07817 whole entry, looked up): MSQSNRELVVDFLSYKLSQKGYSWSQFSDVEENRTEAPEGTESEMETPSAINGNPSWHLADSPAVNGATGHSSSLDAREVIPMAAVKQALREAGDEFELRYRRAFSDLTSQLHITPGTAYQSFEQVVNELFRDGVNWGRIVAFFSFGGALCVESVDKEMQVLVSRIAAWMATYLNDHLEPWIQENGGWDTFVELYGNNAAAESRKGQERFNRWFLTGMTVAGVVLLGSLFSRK
GLD-1 TGE inh = GLD-1-TGE RNA interaction inhibition (C. elegans); hit rate 0.44% among 320,000; purified GLD-1 + fluorescein TGE RNA, fluorescence polarization; Q17339; inhibition, % at 5.96 µM;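 active = percent inhibition above a per-plate cutoff, the plate mean of test compounds plus 3 SD, cut at about 30% in these data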;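 also: 0% = DMSO wells with GLD-1 and probe and 100% = wells lacking GLD-1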
EBNA-1 inh = blocks EBNA-1 binding to DNA; EBNA-1 DNA binding, fluorescence polarization; inhibition, % at 14.8 µM; hit rate 0.34% among 300,000; in the data active = inhibition above about 28%
MCL1-BIM inh = inhibitors of human MCL1 binding to BIM-BH3 peptide; GST-MCL1 / FITC-Bim-BH3 fluorescence polarization; inhibition, % at 10.9 µM; hit rate 0.68% among 320,000; AID 2057;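 active = inhibition above the mean inhibition of all tested compounds plus 3 SD, set per campaign, cut at about 40% in these data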;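 also: 0% = DMSO wells and 100% = unlabeled Bim-BH3 peptide control; higher means more loss of mP so more displacement of Bim peptide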
Target sequence (Q07820 whole entry, looked up): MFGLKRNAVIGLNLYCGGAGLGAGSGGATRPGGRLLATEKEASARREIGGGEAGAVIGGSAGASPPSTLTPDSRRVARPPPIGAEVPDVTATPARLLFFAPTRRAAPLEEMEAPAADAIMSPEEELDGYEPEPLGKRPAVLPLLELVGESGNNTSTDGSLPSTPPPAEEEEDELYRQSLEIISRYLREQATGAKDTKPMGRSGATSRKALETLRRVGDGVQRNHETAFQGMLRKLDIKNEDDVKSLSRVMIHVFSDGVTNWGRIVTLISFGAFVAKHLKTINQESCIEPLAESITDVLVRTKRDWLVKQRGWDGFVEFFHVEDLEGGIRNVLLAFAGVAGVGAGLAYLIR
MEX-5 binding = C. elegans MEX-5 TCR-2 RNA binding activity | Q9XUB2 | MEX-5/FITC-TCR2 RNA binding, fluorescence polarization; hits give low values | activity score (negative = inhibition of binding), % at 10 µM | hit rate 0.38% among 300,000 | AID 1832;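 active = inhibition past about -25% in most replicates, and total fluorescence under double the plate's negative control median, limit read from the data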;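 also: 0% = DMSO and -100% = 5 µM competing unlabeled TCR2 RNA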
Target sequence (Q9XUB2 whole entry, looked up): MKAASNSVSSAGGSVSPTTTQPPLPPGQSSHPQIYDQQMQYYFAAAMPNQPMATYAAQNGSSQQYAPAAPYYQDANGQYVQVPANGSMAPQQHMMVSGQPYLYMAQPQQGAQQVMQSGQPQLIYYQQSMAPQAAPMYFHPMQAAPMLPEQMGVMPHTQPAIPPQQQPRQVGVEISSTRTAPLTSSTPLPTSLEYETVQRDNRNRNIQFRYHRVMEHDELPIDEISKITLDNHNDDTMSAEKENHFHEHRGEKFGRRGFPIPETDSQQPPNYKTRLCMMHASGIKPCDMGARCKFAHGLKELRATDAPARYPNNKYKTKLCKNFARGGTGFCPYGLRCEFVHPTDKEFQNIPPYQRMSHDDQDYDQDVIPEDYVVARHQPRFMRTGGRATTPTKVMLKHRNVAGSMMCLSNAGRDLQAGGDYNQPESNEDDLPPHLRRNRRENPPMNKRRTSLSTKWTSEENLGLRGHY
Efflux pump mplx = blocks antifungal efflux pumps in multiplex yeast assay; S. cerevisiae Candida pump triplex, Nile Red efflux; inhibition, % at 10 µM; hit rate 0.44% among 330,000; AID 485275;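 active = plate passing quality check with inhibition over a set limit, or well fluorescence over plate mean plus 4 SD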;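 also: Nile Red retained in pooled yeast measured as flow cytometry median fluorescence; 0% = buffer negative control and 100% = Enniatin B positive control; higher means more Nile Red kept so more efflux inhibition; some compounds called inactive have numbers as strong as hits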
Fam108B inh = blocks mouse Fam108B hydrolase in RBBP9 counter-screen; recombinant Fam108B, FP-Rh probe fluorescence polarization; inhibition, % at 9.51 µM; hit rate 0.33% among 300,000;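 active = inhibition above the screen mean inhibition plus 3 SD, computed separately per campaign, cut at about 18% in these data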;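 also: inhibitors lower polarization as less probe binds the enzyme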
Active calls of the source: *; . = no result given; & = joins results of further samples.

SMILES	Yeast superoxide	ZTA DNA inh	BCLXL inh	GLD-1 TGE inh	EBNA-1 inh	MCL1-BIM inh	MEX-5 binding	Efflux pump mplx	Fam108B inh
O=C(OCC(=O)c1cccs1)C1=COCCO1	103	4	6	-2	-5	3	-1.7	0.0	-5
COc1ccc(CNC(=O)C23CN(Cc4ccccc4)CC2C(c2ccc([N+](=O)[O-])cc2)=NO3)cc1 (configuration not stated)	.	8	4	-1	2	0	1.5	.	-5
Cc1cccc(-c2nnc(SCC#N)n2-c2cccc(Cl)c2)c1	112	-2	2	2	-5	0	-3.1	0.1	1
CN(C)CCN(C(=O)c1ccc(S(=O)(=O)N2CCc3ccccc32)cc1)c1nc2ccc(F)cc2s1	109	-9	12	3	-2	10	0.4	0.4*	-18
COc1ccc(CCn2c(SCCN3CCCCC3)nc3ccccc3c2=O)cc1OC	89	-7	3	1	9	9	-0.2	-0.1	-1
Cc1ccc(N2CCN(S(=O)(=O)c3ccc(Cl)s3)CC2C)cc1 (configuration not stated)	100	7	3	10	2	3	1.6	-0.1	-4
O=c1cc(-c2ccc(O)c(O)c2)oc2c1ccc1ccccc12	86	1	4	3	.	45*	.	0.0	.
Cc1ccc(S(=O)(=O)N/N=C/c2ccc(OS(=O)(=O)c3ccc(C)c([N+](=O)[O-])c3)cc2)cc1	106	-4	3	4	-2	1	0.2	0.0	3
Cc1ccc(N(CC(=O)NC2CCCCC2)C(=O)CCC(=O)Nc2nccs2)cc1	100	-4	2	2	-3	-10	0.1	0.1	4
CCOc1ccc(C(=O)COC(=O)C2COc3ccccc3O2)cc1 (configuration not stated)	125	-13	-4	3	.	-5	.	0.2	.
COc1ccc(C2CCCN2C(=O)Nc2ccc(Cl)cc2)cc1OC (configuration not stated)	108	-6	-6	4	-4	2	5.0	1.0	-3
COc1cc2c(cc1OC)-c1cc(Nc3ccc(C)cc3)nc(=O)n1CC2	79	16	12	-2	-15	15	-2.9	0.3	-1
CC(C)Oc1ccc(NC(=O)Oc2ccccc2)cc1	88	18	5	4	7	4	0.2	0.0	-1
COCC(=O)N(CCN(C)C)Cc1cc2cc3c(cc2nc1Cl)OCO3	91	11	2	3	4	2	0.7	0.0	-1
CCCN(C(=O)Cc1nc(N)n[nH]1)C1(C(=O)Nc2ccccc2C)CCCCC1	95	0	6	2	1	3	-1.4	0.1	3

The list goes on; it opens with the two that closed the last part.
SMILES	Yeast superoxide	ZTA DNA inh	BCLXL inh	GLD-1 TGE inh	EBNA-1 inh	MCL1-BIM inh	MEX-5 binding	Efflux pump mplx	Fam108B inh
COCC(=O)N(CCN(C)C)Cc1cc2cc3c(cc2nc1Cl)OCO3	91	11	2	3	4	2	0.7	0.0	-1
CCCN(C(=O)Cc1nc(N)n[nH]1)C1(C(=O)Nc2ccccc2C)CCCCC1	95	0	6	2	1	3	-1.4	0.1	3
CCOC(=O)N1CCN(C(=O)CSc2nc3c(cnn3-c3ccccc3)c(=O)[nH]2)CC1	100	7	1	-2	7	-1	-3.0	-0.1	5
COc1cc(CCC(=O)Nc2c(C(=O)N3CCN(c4ccccc4)CC3)oc3ccccc23)on1	95	-2	3	3	1	3	-0.2	0.2	4
CCOC(=O)CSc1nc2cccnc2n1C	99	10	-2	-5	-14	-3	-4.8	1.4	0
Cc1ccc2c(cnn2C(=O)CCC(=O)NCc2cccc(Br)c2)c1	110	7	2	5	-20	3	2.7	0.0	4
O=C(Cc1cccc(C(F)(F)F)c1)NCc1cccc(Cl)c1	95	-6	0	2	7	6	0.1	0.0	-4
COc1cc(CN2CCC(n3nccc3NC(=O)C3CCOC3)CC2)ccc1F (configuration not stated)	97	2	2	5	6	3	-0.4	-0.1	1
Cn1c(O)c(N=NC(=O)c2cccc(S(=O)(=O)N3CCCCC3)c2)c2ccccc21	97	0	3	4	-3	1	-2.2	0.3	7
C[C@H](NC(=O)[C@@H]1CSC2c3ccccc3C(=O)N21)C(=O)NCCc1ccccc1 (some centres not stated)	105	6	-7	3	-2	-10	-2.3	0.9	-7
COc1ccc(C(=O)O/N=C(\N)c2ccccc2)cc1OC	103	-2	6	2	-7	2	3.5	-0.1	0
COc1ccc(-c2[nH]ncc2CN2CCCO2)cc1F	99	-3	-1	4	-9	2	1.6	0.3	-1
N/C(=N\N=C\c1ccc(O)cc1)c1nonc1N	100	4	-3	-4	-26	-5	1.9	0.2	5
CN1CCN(CC(=O)Nc2c(C#N)cnn2-c2ccccc2)CC1	110	-17	1	2	-5	1	3.0	-0.1	2
Cc1ccccc1OCC(=O)NCCNC(=O)c1ccncc1	107	6	2	-8	-3	-4	-3.0	0.2	-3
CN(C)c1ccc(NC(=O)c2cccc(C(=O)Nc3ccc(N(C)C)cc3)n2)cc1	65*	-6	0	10	10	7	2.1	0.4	21*
NC(N)=NC(=O)c1nc(Cl)c(N)nc1N	110&101&98	11&-27&3	0&1&8	6&1&2	3&5&5	1&5&8	-2.0&-1.2&-3.2	0.2&-0.1&0.1	0&5&1
CC(=O)Nc1ccc(C(=O)OCCc2ccccc2)cc1	89	6	5	-3	-13	2	1.6	0.5	0
CCN(CC)CCCNC(=S)N(Cc1cccnc1)Cc1cc2cc(C)cc(C)c2[nH]c1=O	121	6	-5	-6	-2	-19	0.0	0.1	-8
Cc1cc(C)n2nc(-c3ccc(Cl)cc3)cc2n1	105	22	4	7	8	3	-2.1	-0.1	4
CC(=O)n1cc([C@H]2C=C(C(=O)N3CCOCC3)O[C@@H](OCCCCO)C2)c2ccccc21	.	19	4	15	4	1	-0.6	.	-2
COc1ccc(NC(=S)Nc2ccc(Oc3ccccc3)cc2)cc1	87	-2	4	4	1	10	-0.6	-0.1	5
CC(=O)c1ccc(N(CC(=O)NCC2CCCO2)C(=O)CCC(=O)Nc2cc(C)on2)cc1 (configuration not stated)	110	11	1	-10	-12	5	-1.3	0.3	7
NC(=O)N/N=C/c1cn(CC(=O)Nc2ccc(F)cc2)c2ccccc12	108	2	4	3	-6	2	-2.1	0.1	-1
CC(C)C(NC(=O)c1c(F)cccc1F)C(=O)N1CCN(S(=O)(=O)/C=C/c2ccccc2)CC1 (configuration not stated)	109	-2	-6	0	.	-2	.	-0.1	.
CC1(C)Cc2c(cnn2-c2cccc(F)c2)C(NC(=O)CCN2CCCC2=O)C1 (configuration not stated)	105	4	11	8	-5	13	0.0	0.5	4
COc1ccc(OCc2nnc(SCC(=O)NCc3ccco3)o2)cc1	95	3	5	6	5	-2	-1.4	-0.1	-4
C=CCNC(=O)c1ccc(NC(=O)CC2SC(N3CCCC3)=NC2=O)cc1 (configuration not stated)	113	7	2	-2	1	-4	-1.2	-0.1	3
CC(C)CNc1nc(Oc2ccc(=O)n(-c3ccccc3)n2)nc(N2CCOCC2)n1	97	2	1	-2	5	2	1.6	0.1	9
Cn1cc(-c2nnnn2-c2ccc(Cl)cc2)c(=O)c2ccccc21	99	7	4	5	2	-2	-1.6	0.1	1
Cc1ccc(-c2nc(CS(=O)CC(=O)NCCC(C)C)c(C)o2)cc1 (configuration not stated)	96	13	5	2	13	6	-0.5	0.1	-1
NC(=O)c1ccsc1NC(=O)COC(=O)Cc1n[nH]c(=O)c2ccccc12	102	-7	6	1	-3	11	2.7	0.2	1
CC(C)(C)OC(=O)N[C@@H](Cc1ccccc1)c1nnc(S(=O)(=O)Cc2cccc(F)c2)o1	88	3	7	2	4	7	-1.7	0.1	-3
O=C(CNc1cccc([N+](=O)[O-])c1)NCCCc1ccccc1	93	15	-2	7	1	-18	-0.4	-0.2	2
Cc1ccc(C23CC4CC(CC(NC(=O)N5CCN(C)CC5)(C4)C2)C3)cc1	91	-8	3	0	-6	-2	1.9	0.1	2
CCOC(=O)[C@H](O)[C@@H](O)c1cccc([C@H](O)[C@@H](O)C(=O)OCC)c1	96	-2	6	3	5	2	-0.3	-0.1	-3
CC(C)(C)NC(=O)c1cc(NC(=O)c2cccs2)cc(NC(=O)c2cccs2)c1	98	-1	3	-3	-8	-1	2.3	0.3	-18
Cc1occc1C(=O)N/N=C/C1=C(N2CCOCC2)C(=C\c2ccc(Cl)cc2)/CC1	92	-1	6	6	4	11	0.0	-0.2	0
Cc1ccc2nc(NC3=NC(CC(=O)O)C(=O)N3)nc(C)c2c1 (configuration not stated)	81	4	7	3	11	9	-1.7	-0.1	1
Cc1c(C(=O)N2CCN(c3ccc([N+](=O)[O-])cc3)CC2)sc2ncn(CC(=O)N3CCOCC3)c(=O)c12	106	-8	3	0	-1	-1	1.3	-0.1	2
O=C(Cn1ncc2c3ccccc3n(Cc3cccc(Cl)c3)c2c1=O)NCC1CCCO1 (configuration not stated)	95	-11	-16	-26	-6	-24	-1.4	0.2	-1
Oc1ccccc1/C=N/Nc1cc(N2CCCC2)nc(N2CCCC2)n1	106	0	4	-4	-1	2	-0.8	0.1	8
CCOC(=O)c1c(/N=C/c2ccc(C)cc2O)sc2c1CCC2	103	-5	7	1	-4	10	1.6	0.3	-5
CCNCc1cc([N+](=O)[O-])ccc1OCC	95	4	-1	-6	10	-1	1.3	0.2	15
O=C(c1ccccc1)N1CCN(CC2CC=CCC2)CC1 (configuration not stated)	114	-8	-1	4	-15	2	0.4	-0.1	4
Cc1ccc(CNC(=O)c2ccc(N3CCC4(CC3)CC(c3ccccc3)=NO4)c(NC(=O)c3ccco3)c2)cc1	90	3	1	1	2	-1	0.4	0.0	-20
Cc1ccc(CN2CN(S(=O)(=O)c3cccs3)c3nc4ccccc4nc32)cc1	96	4	0	-3	7	-5	-0.8	0.0	-2
COc1ccc(S(=O)(=O)N2CCN(C)CC2)cn1	100	0	3	5	-5	-4	0.2	-0.1	2
COCc1cc(/C=N\NC(=O)COc2ccccc2)ccc1OC	78	-22	0	9	-20	-8	2.5	0.5	-6
Cc1cc(=O)oc2cc3c(cc12)OCCN3	88	-1	9	-3	-4	4	-2.8	-0.1	2
COc1cccc(-c2nc(N3CCC(C)CC3)c3ccccc3n2)c1O	117	-1	6	2	-2	-3	-0.3	0.0	-1
COn1c(=O)c(-c2ccc(Cl)cc2)[n+]([O-])c2ccccc21	108	8	1	-1	6	1	1.6	0.1	4
CCC(=O)c1ccc(OCC(=O)c2ccc3c(c2)NC(=O)CO3)cc1	99	2	4	2	22	8	-2.4	0.0	-4
CC(=O)NCCNS(=O)(=O)c1ccc(C)c([N+](=O)[O-])c1	87	-7	4	5	-1	0	.	-0.1	0
CCOC(=O)Nc1ccc2c(c1)N(C(=O)CN)c1ccccc1CC2	106	-7	3	8	-6	-2	5.5	-0.4	-1
CC(C)CCN1C(N(C)C)=NC[C@@H]1C	97	5	4	8	-2	-4	.	0.1	-2
Clc1ccc(OCc2nc3ccccc3[nH]2)cc1	93	-13	0	6	-4	-1	-1.3	0.0	-6
COC(=O)/C(=C\Nc1ccc(Cl)cc1Cl)NC(=O)c1ccc(Cl)cc1Cl	108	11	-12	8	-16	3	-1.1	0.0	-15
O=C(Nc1nccs1)C1CCN(S(=O)(=O)c2cccnc2)CC1	99	18	2	0	12	-1	-0.5	-0.4	4
CCCc1cc(=O)[nH]c(SCC(=O)NC2CCCCC2)n1	96	7	2	3	-14	2	-2.3	0.1	3
CC(C)OP(=O)(OC(C)C)C(C)NC(=O)Cc1ccccc1 (configuration not stated)	121	7	7	7	6	-3	-5.1	-0.1	1
O=C(NC(=S)Nc1cc(Cl)ccc1O)c1cccc(Br)c1	103	12	3	3	-3	-2	-0.8	0.5	2
CCOC(=O)c1sc(NC(=O)c2cccc(S(=O)(=O)N3CCc4ccccc43)c2)c(C#N)c1C	101	5	4	7	-1	-1	-1.9	0.1	15
